SW480 rerep = A quantitative high throughput screen for small molecules that induce DNA re-replication in SW480 colon adenocarcinoma cells | 340,000 compounds, 1.8% hits | SW480 DNA re-replication, Hoechst DNA content imaging, 48 h | Potency, µM (titrated, usually from 46.1 µM), for the others: at the top dose re-replication activation, actives largely listed as activators; also: potency is read from the fitted curve at half-maximal effect; % of control where 0% means no effect; nearly all actives have a fitted effect of over 55% in size
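SW480 cells exposed to compounds for 48 hr at 37 C, 5% CO2, then Hoechst-stained 40 min. Nuclear DNA content imaged by fluorescence scanning (405 nm excitation, 500-530 nm emission); re-replication scored as increased high-intensity nuclei.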
HT1080NT lethal = qHTS for induction of synthetic lethality in tumor cells producing 2HG: qHTS for the HT-1080-NT fibrosarcoma cell line; HT-1080-NT fibrosarcoma viability, CellTiter-Glo ATP luminescence, 48 h; AID 686970, 2013; 360,000 compounds, 1.6% hits; Potency, µM (titrated, usually from 46.1 µM), without a hit: at the top dose activity, negative = less viability, most hits filed as cytotoxic;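 also: NT is the 2HG producing partner of a matched IDH1 knockdown line; potency is read from the fitted curve at half-maximal effect; 0% = DMSO-treated cells and -100% = media-only wells without cells; nearly all actives have a fitted effect of over 55% in size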
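Fibrosarcoma NT cells, 750 per well in 5% FBS RPMI, were exposed to compound for 48 hours. Viability: CellTiter-Glo luminescence.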
ATXN2 expr inh = Primary qHTS for Inhibitors of ATXN expression | HEK-293 ATXN2-luciferase reporter, luminescence, 24 h | Potency, µM (highest dose often 57 µM), for the others: at the highest dose activity change, negative = inhibition, most hits filed as inhibitors | 360,000 compounds, 0.72% hits | AID 1745845, 2022; also: potency is read from the fitted curve at half-maximal effect; % is scaled to controls: 0 for no effect and ±100 for the full control effect; nearly all actives have a fitted effect of over 55% in size
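ATXN2-luciferase reporter cells (luciferase flanked by upstream and downstream ATXN2 gene portions) were treated 24 h at 37 °C with compounds at up to 57 uM. SteadyGlo luminescence gave expression; GF-AFC fluorescence gave viability.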
KB-3-1 cytotox = qHTS assay for MDR1-selective chemotherapeutics: Primary screen using the parental adenocarcinoma cell KB-3-1; AID 1347075, 2019; KB-3-1 viability, CellTiter-Glo ATP luminescence, 72 h; Potency, µM (titrated, usually from 46.1 µM), for inactives: top-dose activity change, negative = cytotoxic, usual class: cytotoxic; 400,000 compounds, 1.4% hits; also: potency is read from the fitted curve at half-maximal effect; % is scaled to controls: 0 for no effect and ±100 for the full control effect; nearly all actives have a fitted effect of over 60% in size
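Viability of parental KB-3-1 cells, measured by CellTiter-Glo luminescence, followed a 72 h incubation at 37 °C with pinned compounds in phenol-red-free DMEM containing 10% FBS.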
IL-1B inflam inh = qHTS for Inhibitors of Inflammasome Signaling: IL-1-beta AlphaLISA Primary Screen; activity change, % at 57.5 µM; THP-1 LPS/ATP IL-1B secretion, AlphaLISA, 16 h; hits give low values; AID 743279, 2014; 360,000 compounds, 4.7% hits; in the data active = activity change below about -50%; inconclusive = mostly about -30% to -49%; also: % is scaled to controls: 0 for no effect and ±100 for the full control effect
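Secreted IL-1B measured by AlphaLISA bead assay after 16 h compound exposure of THP-1 cells; compounds (final up to 57.5 uM) added 1 h before LPS (250 ng/mL) and ATP (1.25 mM) stimulation; lower signal means less secretion.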
HT1080 IDH1KD tx = qHTS for induction of synthetic lethality in tumor cells producing 2HG: qHTS for the HT-1080-IDH1KD cell line; 360,000 compounds, 2% hits; Potency, µM (highest dose often 46.1 µM), for the others: top-dose activity, negative = toxicity, most hits filed as cytotoxic; HT-1080 IDH1 knockdown viability, ATP luminescence, 48 h;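 also: potency is read from the fitted curve at half-maximal effect; 0% = DMSO wells and -100% = cell-free medium wells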
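Cytotoxicity counter-line: IDH1KD HT-1080, 48 h, CellTiter-Glo. Curves classed by r2, magnitude and activity.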
HepG2 viability = qHTS for Inhibitors of TGF-b: Cytotox Counterscreen; AID 588856, 2011; HepG2 CAGA-GFP viability, ATP luminescence, 18 h; Potency, µM (highest dose often 46.1 µM), without a hit: at the highest dose activity change, negative = cytotoxicity, usual class: cytotoxic; 410,000 compounds, 0.76% hits; also: potency is read from the fitted curve at half-maximal effect; some results filed as inactive show a strong effect at the top dose
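CellTiter-Glo luminescence gave cytotoxicity after 18 hours at 37 degrees C. The cells were HepG2 CAGA-GFP in 1% FBS DMEM, stimulated with 500 pg/mL TGF-beta after compound addition. %Activity was normalised to no-cell wells (complete cell-killing) and DMSO (no toxicity), and curves were fitted and classified.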
ATXN viability = Viability Counterscreen for Primary qHTS for Inhibitors of ATXN expression; S2 cells (HEK-293 line with an ATXN2-luciferase reporter) viability, CellTiter-Fluor protease fluorescence, 24 h; Potency, µM (doses to about 56.7 µM), actives largely listed as cytotoxic; 400,000 compounds, 0.49% hits; also: potency is read from the fitted curve at half-maximal effect; nearly all actives have a fitted effect of over 40% in size
MCF10A rerep = A quantitative high throughput screen for small molecules that induce DNA re-replication in MCF 10a normal breast cells; 350,000 compounds, 2.9% hits; Potency, µM (titrated, usually from 46.1 µM), for inactives: at the top dose activity, positive = re-replication, actives largely listed as activators; AID 624296, 2012; MCF 10A DNA re-replication, Hoechst nuclear intensity, 48 h; also: potency is read from the fitted curve at half-maximal effect; % of control where 0% means no effect; nearly all actives have a fitted effect of over 50% in size
Active calls of the source: *; [ ] = another dose, or the depositor's remark. Unless noted, calls follow the shape of the dose curve; as a rule, active = well fitted curve in the direction sought with a large enough effect; inconclusive = small, poorly fitted or top-dose-only effect, or another doubt; inactive = no such curve, though single readings can be large; an effect the other way counts as inactive or inconclusive.

What do the screens show for `c1c2c(cc3sc(N4CCOCC4)nc13)OCO2`?
SW480 rerep: -8%; HT1080NT lethal: -22%; ATXN2 expr inh: inconclusive; KB-3-1 cytotox: -21%; IL-1B inflam inh: inconclusive; HT1080 IDH1KD tx: inconclusive; HepG2 viability: -49%; ATXN viability: inactive; MCF10A rerep: 25%

How did CC1(C)CC(=O)C(C=NCCN2CCN(CC(=O)Nc3ccc(Cl)cc3)CC2)=C(O)C1 do in these assays?
SW480 rerep: -17%; HT1080NT lethal: 0%; KB-3-1 cytotox: 0%; IL-1B inflam inh: 7; HT1080 IDH1KD tx: -1%; HepG2 viability: 1%; ATXN viability: inactive; MCF10A rerep: 0%

How did CC1(c2nnnn2Cc2ccccc2)CCC(=O)N1CC(F)(F)F (stereo not given) do in these assays?
HT1080NT lethal: 16%; ATXN2 expr inh: 5%; KB-3-1 cytotox: 11%; IL-1B inflam inh: 0; HT1080 IDH1KD tx: 2%; ATXN viability: inactive

What do the screens show for `COCCOCCn1c(/C=C/c2ccccc2)nc2ccccc21`?
SW480 rerep: -12%; HT1080NT lethal: inconclusive; ATXN2 expr inh: 11%; KB-3-1 cytotox: -3%; IL-1B inflam inh: -3; HT1080 IDH1KD tx: inconclusive; HepG2 viability: -41%; ATXN viability: inconclusive; MCF10A rerep: 0%

How did COc1ccc(Nc2nc3ccc(C)cn3c(=O)c2/C=N/O)cc1 do in these assays?
SW480 rerep: 2%; HT1080NT lethal: 11%; ATXN2 expr inh: -3%; KB-3-1 cytotox: 4%; IL-1B inflam inh: -3; HT1080 IDH1KD tx: -13%; HepG2 viability: -3%; ATXN viability: inactive; MCF10A rerep: 9%

What do the screens show for `CCc1ccc(CNC(=O)CCCN2C(=O)CCn3nc(-c4cccn4C)cc32)cc1`?
ATXN2 expr inh: -14%; KB-3-1 cytotox: 2%; HepG2 viability: -19%; ATXN viability: inconclusive

Results for COc1ccccc1CN(C)C(=O)CSc1nnc(C2CC2)n1C1CC1 ?
SW480 rerep: -9%; HT1080NT lethal: 18%; ATXN2 expr inh: 8%; KB-3-1 cytotox: 7%; IL-1B inflam inh: 16; HT1080 IDH1KD tx: 5%; HepG2 viability: 0%; ATXN viability: inactive; MCF10A rerep: -3%

Results for COc1ccc(N2C(=O)CC(n3cnc4ccccc43)C2=O)cc1 (stereo not given) ?
SW480 rerep: 5%; HT1080NT lethal: 10%; ATXN2 expr inh: 7%; KB-3-1 cytotox: 0%; IL-1B inflam inh: 11; HT1080 IDH1KD tx: 5%; HepG2 viability: -4%; ATXN viability: inactive; MCF10A rerep: 1%

How did O=C(NCc1cc([N+](=O)[O-])ccc1O)c1cccc(NS(=O)(=O)c2ccccc2)c1 do in these assays?
SW480 rerep: -3%; HT1080NT lethal: 2%; ATXN2 expr inh: 0%; KB-3-1 cytotox: 7%; IL-1B inflam inh: 0; HT1080 IDH1KD tx: 2%; HepG2 viability: 16%; ATXN viability: inactive; MCF10A rerep: 0%

Results for Cc1ccc(NC(=O)CSc2nnc(N)s2)c([N+](=O)[O-])c1 ?
SW480 rerep: -1%; HT1080NT lethal: -4%; ATXN2 expr inh: 2%; KB-3-1 cytotox: -4%; IL-1B inflam inh: -2; HT1080 IDH1KD tx: 0%; HepG2 viability: -9%; ATXN viability: inactive; MCF10A rerep: -3%

How did Cc1ccc(S(=O)(=O)N/N=C/c2ccccc2F)cc1[N+](=O)[O-] do in these assays?
SW480 rerep: -18%; HT1080NT lethal: 10%; ATXN2 expr inh: -51%; KB-3-1 cytotox: 11%; IL-1B inflam inh: -6; HT1080 IDH1KD tx: 10%; HepG2 viability: 27%; ATXN viability: inconclusive; MCF10A rerep: -9%

What do the screens show for `CC(=O)c1c(O)c2ccccc2n(Cc2ccccc2)c1=O`?
SW480 rerep: -2%; HT1080NT lethal: -13%; ATXN2 expr inh: 15%; KB-3-1 cytotox: -15%; IL-1B inflam inh: 0; HT1080 IDH1KD tx: -16%; HepG2 viability: -4%; ATXN viability: inactive; MCF10A rerep: 29%

What do the screens show for `COc1cccc(OC)c1OCCCSc1nc(C)cc(=O)[nH]1`?
SW480 rerep: 0%; HT1080NT lethal: -2%; ATXN2 expr inh: 13%; KB-3-1 cytotox: 0%; IL-1B inflam inh: 16; HT1080 IDH1KD tx: -18%; HepG2 viability: -5%; ATXN viability: inactive; MCF10A rerep: -15%

How did COCCn1c(SCC(=O)NC(=O)NCc2ccccc2)nc2ccccc21 do in these assays?
SW480 rerep: 0%[9.22 µM]; HT1080NT lethal: -4%; ATXN2 expr inh: -2%; KB-3-1 cytotox: -16%; IL-1B inflam inh: -21; HT1080 IDH1KD tx: -9%; HepG2 viability: -14%; ATXN viability: inactive; MCF10A rerep: -7%

What do the screens show for `Cc1cccc2cc(CN(Cc3ccccc3)C(=O)N(C)C)c(=O)[nH]c12`?
SW480 rerep: -7%; HT1080NT lethal: -11%; ATXN2 expr inh: 5%; KB-3-1 cytotox: 4%; IL-1B inflam inh: 60; HT1080 IDH1KD tx: -1%; HepG2 viability: -38%; ATXN viability: inactive; MCF10A rerep: 2%

Results for CCOC(=O)c1c(C)c(C(=O)NCCN2CCOCC2)c(C)n1C ?
SW480 rerep: -7%; HT1080NT lethal: -4%; ATXN2 expr inh: 3%; KB-3-1 cytotox: 3%; IL-1B inflam inh: 2; HT1080 IDH1KD tx: -4%; HepG2 viability: -22%; ATXN viability: inactive; MCF10A rerep: 6%

What do the screens show for `C=CCN=C1S/C(=C\c2ccc(Cl)cc2)C(=O)N1CC=C`?
SW480 rerep: 0%; HT1080NT lethal: 5%; ATXN2 expr inh: 3%; KB-3-1 cytotox: -4%; IL-1B inflam inh: -26; HT1080 IDH1KD tx: 10%; HepG2 viability: 0%; ATXN viability: inactive; MCF10A rerep: 5%

What do the screens show for `COC(=O)C1(C(=O)OC)c2ccccc2CN(S(=O)(=O)c2ccc(C)cc2)C1CC(C)=O` (stereo not given)?
HT1080NT lethal: 13%; KB-3-1 cytotox: 11%; IL-1B inflam inh: 15; HT1080 IDH1KD tx: 6%

How did C=CCC[C@@H](Cc1ccc(F)cc1)C(=O)OC[C@@H](Cc1c[nH]c2ccccc12)NC(=O)[C@H](CC=C)CC(=O)N(CCO)Cc1ccccc1 do in these assays?
SW480 rerep: inconclusive; HT1080NT lethal: 16µM*; ATXN2 expr inh: inconclusive; KB-3-1 cytotox: inconclusive; IL-1B inflam inh: inconclusive; HT1080 IDH1KD tx: inconclusive; HepG2 viability: -17%; MCF10A rerep: 23µM*

Results for CC(C)CN(C(=O)CN1C(=O)NC2(CCc3ccccc32)C1=O)C1CCS(=O)(=O)C1 (stereo not given) ?
SW480 rerep: 0%; HT1080NT lethal: 4%; ATXN2 expr inh: -1%; KB-3-1 cytotox: -22%; IL-1B inflam inh: 25; HT1080 IDH1KD tx: 12%; HepG2 viability: 0%; ATXN viability: inactive; MCF10A rerep: -3%

How did Clc1ccc(NC2=NCCCCC2)cc1 do in these assays?
SW480 rerep: -7%; HT1080NT lethal: -2%; ATXN2 expr inh: -3%; KB-3-1 cytotox: 5%; IL-1B inflam inh: -7; HT1080 IDH1KD tx: 1%; HepG2 viability: 16%; ATXN viability: inactive; MCF10A rerep: -1%

Results for CNC(=O)c1cc(C(=O)c2ccc(F)cc2Cl)c[nH]1 ?
SW480 rerep: -21%; HT1080NT lethal: 0%; KB-3-1 cytotox: -33%; IL-1B inflam inh: 5; HT1080 IDH1KD tx: -6%; HepG2 viability: -1%; ATXN viability: inactive; MCF10A rerep: 1%

How did CC(=O)Nc1ccc(C(=O)N/N=C/c2ccccc2OCc2ccccc2)cc1 do in these assays?
SW480 rerep: inconclusive; HT1080NT lethal: 16µM*; ATXN2 expr inh: -12%[11.3 µM]; KB-3-1 cytotox: inconclusive; IL-1B inflam inh: 13; HT1080 IDH1KD tx: 21µM*; HepG2 viability: 0%; ATXN viability: inconclusive; MCF10A rerep: inconclusive

Results for COc1ccc(Cl)cc1-c1cc(C(=O)NCc2ccc(C(F)(F)F)cc2)[nH]n1 ?
HT1080NT lethal: 0%; ATXN2 expr inh: -20%; KB-3-1 cytotox: 0%; IL-1B inflam inh: -19; HT1080 IDH1KD tx: -5%; HepG2 viability: -31%; ATXN viability: inconclusive

How did NC(=O)c1ccc(NC(=O)COC(=O)c2ccccc2Nc2ccccc2)cc1 do in these assays?
SW480 rerep: 2%; HT1080NT lethal: 12%; ATXN2 expr inh: 7%; KB-3-1 cytotox: -3%; IL-1B inflam inh: 8; HT1080 IDH1KD tx: 1%; HepG2 viability: 0%; ATXN viability: inactive; MCF10A rerep: -1%

What do the screens show for `CC(=O)Nc1ccc(NC(=S)NC(=O)c2ccc(-c3ccccc3)cc2)cc1`?
SW480 rerep: -10%; HT1080NT lethal: inconclusive; ATXN2 expr inh: -6%; KB-3-1 cytotox: 5%; IL-1B inflam inh: 6; HT1080 IDH1KD tx: -4%; HepG2 viability: -19%; ATXN viability: inconclusive; MCF10A rerep: 0%

What do the screens show for `Cc1cccc(C(=O)N(C)c2nnc(-c3ccncc3)s2)c1`?
SW480 rerep: -6%; HT1080NT lethal: 19%; ATXN2 expr inh: 4%; KB-3-1 cytotox: -3%; IL-1B inflam inh: 0; HT1080 IDH1KD tx: 13%; HepG2 viability: -4%; ATXN viability: inactive; MCF10A rerep: -2%

From PubChem
